Source: PubChem (several laboratories)
SR-BI DiI-HDL act – enhances SR-BI lipid uptake from DiI-HDL; CHO ldlA[mSR-BI] cells, DiI-HDL uptake fluorescence, 3 h; 100 = double the neutral-control signal; activation, % at 12.5 µM; 0.096% of 320,000 active;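 active means mean replicate activation of at least 60% and every replicate at or above 60%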;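 further: 0% = median plate neutral-control signal and 100% = twice that signal; values of inactives mirror those of a sister screen read the other way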
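System: LDL receptor-deficient CHO ldlA cells overexpressing murine SR-BI | Timing: 3 h uptake period with compound, 37 °C | Medium: HEPES-buffered (25 mM, pH 7.4) F12 plus 0.5% BSA | Dosing: Single-point compound dose | Signal: Bottom-read fluorescence, 550/595 nm | Read-out: Retained DiI signal reflecting DiI-HDL uptake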
PvdQ inh – P. aeruginosa PvdQ acylase inhibition | AID 488965 | purified PvdQ acylase, fluorescence plate reader | 0.063% of 340,000 active | inhibition, % at 10 µM; in the data active means inhibition above about 30%, passing the limit was not always enough;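 further: 0% = vehicle neutral wells and 100% = reference inhibitor wells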
Wnt bcat act – activates Wnt/beta-catenin signaling in a reporter cell assay; activator, plate reader; activation, % at 9.35 µM; 1.2% of 300,000 active; AID 743398; in the data active means activation above about 30%, passing the limit was not always enough;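 further: 0% = neutral control wells and 100% = positive control wells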
HTR5A ag – activates human HTR5A in OPRM1-OPRD1 agonist counter-screen; HTR5A agonist assay, luminescence, cell-based; activation, % at 9.3 µM; 0.61% of 340,000 active; AID 504692; in the data active means activation mostly above about 9.5%, no sharp cut-off; inactive means mostly below about 7.6%;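 further: 0% = cells with vehicle only and 100% = reference agonist; strong numbers were not always called active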
SR-BI HDL uptake – blocks mouse SR-BI lipid uptake from DiI-HDL. Q61009. ldlA[mSR-BI] CHO cells, DiI-HDL uptake fluorescence, 3 h. inhibition, % at 12.5 µM. 0.96% of 320,000 active. AID 488896;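 active means mean replicate inhibition of at least 70% and a set share of replicates each scoring 70 or more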;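 further: 0% = median of neutral control wells and 100% = median of positive control wells; values of inactives mirror those of a sister screen read the other way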
Target sequence (Q61009 whole entry, looked up): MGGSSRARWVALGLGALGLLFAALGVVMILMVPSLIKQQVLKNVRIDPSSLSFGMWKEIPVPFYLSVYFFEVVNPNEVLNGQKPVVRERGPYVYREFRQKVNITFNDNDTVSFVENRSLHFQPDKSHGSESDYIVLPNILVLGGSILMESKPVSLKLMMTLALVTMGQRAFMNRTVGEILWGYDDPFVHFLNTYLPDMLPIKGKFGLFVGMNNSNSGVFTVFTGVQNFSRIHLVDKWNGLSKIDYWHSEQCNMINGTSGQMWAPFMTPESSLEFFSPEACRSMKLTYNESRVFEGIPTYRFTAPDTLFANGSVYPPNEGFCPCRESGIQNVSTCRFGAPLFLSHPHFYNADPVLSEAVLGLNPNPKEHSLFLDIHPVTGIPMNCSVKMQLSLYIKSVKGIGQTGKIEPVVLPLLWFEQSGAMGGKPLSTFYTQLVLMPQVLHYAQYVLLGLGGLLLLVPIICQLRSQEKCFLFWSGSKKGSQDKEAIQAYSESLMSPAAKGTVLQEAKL
RTF Ca sens act – cardiac RTF calcium sensitization. AID 493008. activation, % at 7.2 µM. P19429+P45379. IANBD-labeled TnC RTF fluorescence at EC20 calcium; 0% EC20 calcium, 100% full calcium. 0.24% of 340,000 active;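 active means activation above the mean over all tested compounds plus 3 SD, cut at about 30% in these data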;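 further: rise in fluorescence read as greater calcium sensitivity of cardiac thin filaments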
dFosB activator – activators of mouse delta FosB homodimer; P13346; purified delta FosB, TAMRA-CDK5 oligo fluorescence polarization; percent of positive-control signal above neutral wells; activation, % at 25 µM; 0.99% of 340,000 active;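 active means mean activation above about 17%, with every replicate also reaching it, limit read from the data, passing the limit was not always enough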;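 further: fluorescence polarization rise as delta FosB binds a TAMRA Cdk5 AP-1 oligo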
MITF act – increases MITF-driven TRPM1 promoter luciferase signal. SK-MEL-5 TRPM1-promoter luciferase, 24 h; % of positive control, neutral wells = 0. activation, % at 12.5 µM. 0.75% of 300,000 active;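 active means mean activation of at least 80% with every replicate also reaching 80%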;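 further: 0% = neutral control wells and 100% = parthenolide positive control wells; values of inactives mirror those of a sister screen read the other way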
CDK5 p35 inh – CDK5/p35 (human) kinase inhibition. Q00535+Q15078. Recombinant CDK5/p35, ADP-Glo luminescence, 60 min. inhibition, % at 10 µM. 0.01% of 330,000 active. AID 488839;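 active means highest replicate inhibition of at least 50% and at least 75% of replicates reaching 50%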;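 further: plate controls were DMSO neutral control for no effect and GW8510 at 10 µM for full effect; many of its hits are not listed in these tables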
Target sequence (Q00535 whole entry, looked up): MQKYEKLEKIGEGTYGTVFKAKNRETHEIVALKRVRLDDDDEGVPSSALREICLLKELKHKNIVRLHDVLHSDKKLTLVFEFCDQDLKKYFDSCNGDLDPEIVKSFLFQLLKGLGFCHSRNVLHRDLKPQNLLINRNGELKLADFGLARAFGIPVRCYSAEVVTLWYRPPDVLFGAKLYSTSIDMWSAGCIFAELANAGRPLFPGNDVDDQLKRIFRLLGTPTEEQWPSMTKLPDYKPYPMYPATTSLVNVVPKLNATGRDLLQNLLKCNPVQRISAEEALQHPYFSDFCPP
Target sequence (Q15078 whole entry, looked up): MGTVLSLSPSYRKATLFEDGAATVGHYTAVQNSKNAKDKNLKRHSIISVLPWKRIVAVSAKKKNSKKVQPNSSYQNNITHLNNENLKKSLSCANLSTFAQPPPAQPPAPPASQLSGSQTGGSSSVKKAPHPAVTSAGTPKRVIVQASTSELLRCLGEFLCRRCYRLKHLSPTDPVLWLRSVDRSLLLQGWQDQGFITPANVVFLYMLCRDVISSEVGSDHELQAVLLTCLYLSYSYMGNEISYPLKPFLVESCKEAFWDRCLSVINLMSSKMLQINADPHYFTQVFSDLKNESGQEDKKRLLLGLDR
Rtt109 HAT inh – blocks Candida albicans Rtt109/Vps75 acetyltransferase activity; Q5AAJ8; purified Rtt109/Vps75, ThioGlo CoA-SH fluorescence, 4 h; inhibition, % at 34.9 µM; 0.16% of 330,000 active; AID 540336;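 active means inhibition of at least 50% in every replicate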
Starred values were filed as active, the others as inactive; · = no result given; & = joins results of further samples.

SMILES	SR-BI DiI-HDL act	PvdQ inh	Wnt bcat act	HTR5A ag	SR-BI HDL uptake	RTF Ca sens act	dFosB activator	MITF act	CDK5 p35 inh	Rtt109 HAT inh
CCOc1ccccc1/C=C/c1cc(C(=O)O)c2ccccc2n1	·	-7	16	0	·	2	-3	13	0.0	-196
O=C(CN1CCN(S(=O)(=O)c2ccc(Br)cc2)CC1)Nc1ccc2c(c1)OCCO2	-2	-6	·	-1	2	7	-1	4	-0.6	5
C/C(=N\NS(=O)(=O)c1ccc([N+](=O)[O-])cc1)c1c[nH]c2ccccc12	6	-3	1	6	-6	6	-9	-7	0.1	3
Cc1ccc(NC(=S)c2nc3ccccc3s2)cc1	0	-6	0	-4	0	-1	-3	-5	0.1	-12
CCC1=NC(c2ccc(OC)cc2)N(O)C1(C)C (stereo not given)	11	-15	·	-1	-11	4	5	-2	0.2	5
CCOc1cc2[nH]c(=S)n(C(C)C)c(=O)c2cc1OCC	-54	-8	-6	3	54	4	2	-15	2.8	0
CCOc1ccc(C(=O)CSc2nnc(N)s2)cc1	26	12	-1	-4	-26	1	2	61	2.2	6
O=C(NCC1CCCN(Cc2cccc(C(F)(F)F)c2)C1)c1ccc(F)cc1 (stereo not given)	·	-9	-2	-7	·	2	-15	3	-0.6	-2
c1ccc(Cn2c(-c3cncs3)nc3ccccc32)cc1	-4	-19	·	0	4	2	-9	47	-0.9	10
Cc1ccc(OCCCC(=O)Nc2ccc(S(=O)(=O)Nc3cc(C)on3)cc2)cc1	18	-14	-3	2	-18	2	-6	0	-0.7	-5
OCC[C@@H]1C[C@H](O)[C@@H](O)[C@@]2(OCc3ccccc32)O1	31	3	-3	-2	-31	1	-2	4	-1.5	-7
O=C(NCc1cccc2ccccc12)c1cccs1	10	-8	22	0	-10	5	-2	51	0.4	-1
O=C(O)C1C2CCC(C2)C1C(=O)Nc1nc2ccccc2s1 (stereo not given)	12	2	0	7	-12	-8	-6	11	-0.3	-1
COc1ccc(/C=C2\SC(=NCc3ccccc3)N(Cc3ccccc3)C2=O)cc1OC	-41	4	·	-4	41	-4	-11	-8	-0.2	13
CC(=O)Oc1ccc(-c2ccc(C(=O)O)cc2)cc1	11	0	·	-5	-11	1	2	0	-0.3	0

The closing two compounds of the section before come first, to join the parts:
SMILES	SR-BI DiI-HDL act	PvdQ inh	Wnt bcat act	HTR5A ag	SR-BI HDL uptake	RTF Ca sens act	dFosB activator	MITF act	CDK5 p35 inh	Rtt109 HAT inh
COc1ccc(/C=C2\SC(=NCc3ccccc3)N(Cc3ccccc3)C2=O)cc1OC	-41	4	·	-4	41	-4	-11	-8	-0.2	13
CC(=O)Oc1ccc(-c2ccc(C(=O)O)cc2)cc1	11	0	·	-5	-11	1	2	0	-0.3	0
CCCCc1nc2cc(C(=O)N(C)CCc3cn[nH]c3)ccc2o1	14	5	13	-2	-14	3	-10	42	1.1	6
CCN(CC(=O)NCc1ccc(F)cc1)c1ccc(S(C)(=O)=O)cc1[N+](=O)[O-]	19	7	0	-1	-19	-5	-1	5	-1.1	-8
CCCCCCCC(=O)N/N=C(\C)c1ccc(O)cc1O	-5	2	-3	9	5	-8	-3	1	-1.8	-13
COc1ccc(OC)c(NC2=NC3(CCCC3)N=C(N)N2)c1	-1	-9	2	-4	1	6	1	1	0.1	3
O=C(c1cccc(F)c1)N1CCC(O)(c2cccnc2)CC1	17	-14	0	0	-17	0	7	-8	0.6	3
c1ccc(CN2CCN(CCOCCOc3ccc4c(c3)CCC4)CC2)cc1	4	-21	-2	3	-4	-1	-6	-10	-9.6	-8
CCOC(=O)c1c(-c2ccccc2)csc1NC(=O)/C(C#N)=C/c1ccc(OC)c(OC)c1	-45	4	·	1	45	-8	-5	4	-0.6	-12
CC(=O)N1c2ccc(S(=O)(=O)N3CCCCC3)cc2CC1C (stereo not given)	4	10	0	0	-4	-4	6	8	·	18
COc1ccccc1CNC(=O)CCCNC(=O)Cn1cnc2sc(C)c(C)c2c1=O	-56	-7	1	4	56	0	-6	0	-0.3	-4
CCN(CC)c1ccc(C=O)c(OC)c1	5	8	-1	-1	-5	1	-2	-5	0.3	3
Cc1nn(CC(=O)c2ccc(Br)s2)c(C)c1[N+](=O)[O-]	4	-7	3	-2	-4	5	-1	5	0.5	-7
CCCCn1c(/C=N/Nc2nc3ccccc3[nH]2)nc2ccccc21	-50	-7	15	0	50	-5	0	-2	-0.5	0
O=C(NNC(=O)C1CC(c2cccs2)=NO1)Nc1ccc(Cl)cc1 (stereo not given)	15	-15	2	8	-15	2	0	-7	0.6	-1
O=c1oc(-c2cccc(C(F)(F)F)c2)nn1-c1ccc(C(F)(F)F)cn1	0	-16	-3	0	0	1	-4	0	0.3	-1
CCc1cc2c(COC(=O)CCNS(=O)(=O)c3cccc(C(F)(F)F)c3)cc(=O)oc2cc1O	-44	-2	-4	-2	44	-6	-2	13	0.0	-27
CCn1cc(Br)c(C(=O)Nc2cccc(SC)c2)n1	-12	-8	·	-6	12	-6	-2	24	0.6	1
COCCN(C(=S)Nc1cccc(Cl)c1C)C(C)c1ccco1 (stereo not given)	·	-6	-5	3	·	0	-12	2	-1.2	5
CC(C)(C)c1cc(CCC(=O)NCCc2ccccn2)cc(C(C)(C)C)c1O	-13	-12	3	1	13	-5	-10	2	-0.2	2
Cc1ccc(NC(=O)CN(C)CC(=O)NC2CCCc3ccccc32)cc1 (stereo not given)	·	-8	40*	2	·	-2	-10	3	0.8	2
O=c1cc(CN2CCCc3ccccc32)nc2sccn12	-4	19	0	-11	4	62*	1	-2	-0.3	-7
COc1ccc(-c2cn3ccsc3n2)cc1	12	10	·	1	-12	-1	0	70	-0.7	-4
CC(C)CNC(=O)C(=O)NCC(c1ccc2c(c1)OCO2)N1CCOCC1 (stereo not given)	·	-9	1	2	3	-5	1	-5	-0.1	-7
CCOC(=O)C1(Cc2cccc(Cl)c2)CCCN(C(=O)c2ccco2)C1 (stereo not given)	0	-5	4	-5	0	0	-4	12	1.9	-12
CCOC(=O)N1CCC(NCCNC(=O)c2ccccc2)CC1	-2&-7	-10&3	-3	-1&-5	2&7	10&-1	-4&1	-4	0.3&3.4	-1&7
CC(C)(C)c1ccc(CNc2ccc([N+](=O)[O-])cn2)cc1	3	20	·	0	-3	4	-1	51	·	7
CC(=O)Nc1cccc(NC(=O)CSc2nnc3ccc(-c4ccncc4)nn23)c1	10	-12	-1	-2	-10	3	-12	-5	0.8	-8
COc1ccc(CN(C(=O)c2oc3ccc(F)cc3c2C)C2CCS(=O)(=O)C2)cc1 (stereo not given)	-9	-9	-1	-1	9	0	-13	-3	0.3	0
COC(=O)c1ccc(NC(=O)C2CCN(C(=O)Nc3ccccc3)CC2)cc1	-41	-20	7	1	41	-1	-6	8	1.4	14
COc1ccccc1CNC(=O)CCCc1ccccc1	23	-11	-1	1	-23	6	-1	-2	0.0	2
Cc1ccccc1N(C(=O)Cn1nnc(-c2ccc(F)cc2)n1)C(C(=O)NC(C)(C)C)c1ccncc1 (stereo not given)	-24	-19	-2	2	24	0	-22	1	0.5	-3

Complete entries, looked up by structure. Values in the order: SR-BI DiI-HDL act	PvdQ inh	Wnt bcat act	HTR5A ag	SR-BI HDL uptake	RTF Ca sens act	dFosB activator	MITF act	CDK5 p35 inh	Rtt109 HAT inh
Entry for `Cc1ccc(NC(=O)CN(C)CC(=O)NC2CCCc3ccccc32)cc1` (stereo not given) = ·	-8	40*	2	·	-2	-10	3	0.8	2
Entry for `COCCN(C(=S)Nc1cccc(Cl)c1C)C(C)c1ccco1` (stereo not given) = ·	-6	-5	3	·	0	-12	2	-1.2	5

Remaining list, next part.
SMILES	SR-BI DiI-HDL act	PvdQ inh	Wnt bcat act	HTR5A ag	SR-BI HDL uptake	RTF Ca sens act	dFosB activator	MITF act	CDK5 p35 inh	Rtt109 HAT inh
Cc1ccc(N(C)C(=O)C2CCCN2S(=O)(=O)c2ccc3c(c2)n(C)c(=O)c(=O)n3C)cc1 (stereo not given)	15	-19	-3	2	-15	0	1	3	1.5	-7
COc1ccccc1CC(=O)NCc1nn(-c2ccccc2)nc1C	-17	-9	2	-5	17	-3	1	0	-0.3	-4
Cc1cccc(-n2ccc(=O)c(C(=O)O)n2)c1	15	1	6	-2	-15	0	8	1	-0.8	0
CC1CC1C(=O)Nc1nc2ccc(S(C)(=O)=O)cc2s1 (stereo not given)	·	4	2	-1	·	1	-10	18	4.7	-5
CC(C)CC(OC(=O)c1ccc(Cl)nc1)C(=O)NC1CCCC1 (stereo not given)	·	-9	1	9	·	8	2	·	-8.1	0
O=C(COC(=O)/C=C/c1ccc(S(=O)(=O)N2CCOCC2)cc1)NCc1ccccc1	-4	-3	0	-2	4	-3	2	3	-2.6	-7
O=C1/C(=C/c2cccc(O)c2)SC(=S)N1CC1CCCO1 (stereo not given)	-9	-16	1	-2	9	-5	-3	22	2.0	-9
CCOC(=O)c1ccc(-c2cccc(-c3cc(=O)oc4cc(OC)cc(OC)c34)c2)cc1	-45	-12	·	-2	45	-2	-10	3	-2.9	-16
O=C(c1ccc(Cl)c(S(=O)(=O)N2CCCCCC2)c1)N1CCCC(C(F)(F)F)C1 (stereo not given)	-17	13	-3	3	17	-9	-7	-20	0.9	7
CCCCN(C(=O)c1[nH]c(C)c(C(=O)OCC)c1C)c1c(N)n(CCCC)c(=O)[nH]c1=O	-45	-6	-1	3	45	-4	-4	-1	0.4	1
O=C(CN1CCN(Cc2cccc(Cl)c2)C1=O)NCC1CCCO1 (stereo not given)	-2	-16	-3	7	2	-5	3	6	-4.3	6
CCn1c(CC(=O)Nc2ccccc2F)nnc1SCC(=O)NC1CCCCC1	9	17	-3	4	-9	-6	-3	-7	0.9	12
CCC1CCCCN1CCNS(=O)(=O)c1ccc2c(c1)CCN2C(C)=O (stereo not given)	-3	2	-4	-4	3	4	-2	·	-0.3	7
Cc1ccccc1C(=O)Nc1c(C(=O)N2CCCC2)cnn1-c1ccccc1	20	-15	0	1	-20	1	-7	3	-1.0	9
Brc1ccc(-c2nn[nH]n2)cc1	9	-11	-1	9	-9	2	-6	-2	2.5	-6
S=C(NCc1ccco1)N1CCN(C(c2ccccc2)c2ccccc2)CC1	-20	17	·	2	20	2	-6	-1	3.2	0
CCOc1ncccc1C(=O)Nc1c(C)n(C)n(-c2ccccc2)c1=O	13	-11	-1	-3	-13	-3	-9	-5	2.0	7
CCN(CC(=O)Nc1c(F)cccc1F)C(=O)CCOc1ccccc1	7	1	14	-1	-7	1	4	6	1.3	-7
CC(=O)NC1CC2CCCC(C1)N2CC(=O)Nc1ccccc1 (stereo not given)	11	5	·	-2	-11	0	7	-11	-1.1	0
Cc1ccc(S(=O)(=O)N2CCC(C(=O)OCC(=O)N(Cc3ccccc3)C(C)(C)C)CC2)cc1C	-22	3	-4	0	22	4	-8	-4	-1.7	6
O=Cc1cn(CCC(=O)O)nc1-c1cccc(Cl)c1	14	-15	-1	-4	-14	3	3	-13	2.5	2
CCCNC(=O)Cn1c(=O)n(CC(=O)N2CCCCC2)c(=O)c2sccc21	6	3	2	0	-6	-4	-2	1	·	9
O=C(CC(=O)Nc1cccc(Cl)c1)N/N=C\c1ccccc1	18	6	0	1	-18	-4	2	3	2.1	5
CC(=O)C1=C(C)OC(N)=C(C#N)C1c1cccc2ccccc12 (stereo not given)	-4	-11	7	2	4	-2	-5	-6	0.5	2
